Assay outcomes: PubChem BioAssay, NMMLSC
Bcl-XL Bim block = human Bim-Bcl-XL interaction inhibition | Q07817 | inhibition, % at 10 µM | Bim peptide-Bcl-XL binding, bead flow cytometry, fluorescence | actives 0.04% (n = 190,000)
Target sequence (Q07817 whole entry, looked up): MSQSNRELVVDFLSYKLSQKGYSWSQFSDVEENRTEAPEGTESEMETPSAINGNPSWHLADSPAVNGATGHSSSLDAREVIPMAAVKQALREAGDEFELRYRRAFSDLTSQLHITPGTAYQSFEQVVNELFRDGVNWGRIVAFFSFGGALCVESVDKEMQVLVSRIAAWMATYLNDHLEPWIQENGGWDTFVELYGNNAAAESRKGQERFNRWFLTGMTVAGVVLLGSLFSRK
Bim-Bcl-W = inhibitors of Bim-Bcl-W interaction, human; Q92843; bead-based flow cytometry, Bim peptide-Bcl-W binding; inhibition, % at 10 µM; actives 0.02% (n = 190,000); AID 952;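 also: 0% = bound tracer without compound and 100% = peptide blocker; higher means less fluorescent Bim peptide bound to Bcl-W beads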
ABCB1 block = human ABCB1 inhibition, ABCG2 as counter-screen. CCRF-Adr cells, JC-1 efflux, flow cytometry. inhibition, % at 6.6 µM. actives 0.067% (n = 190,000). AID 1326; in the data active = inhibition above about 40%;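 also: 0% = vehicle and 100% = reference inhibitor; higher value means more JC-1 retained so stronger ABCB1 efflux block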
RGS8-Gao = modulates binding of RGS8 to human Galphao; multiplexed bead flow cytometry; actives lie on both sides; response (percent of control binding), % at 10 µM; actives 0.34% (n = 220,000); in the data active = response below about 60% or above about 140%; inactive = in between;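 also: Galphao activated as the GDP aluminium fluoride complex binding bead-coupled RGS8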
Bim-Bcl-2 = human Bim-Bcl-2 interaction inhibition; AID 950; inhibition, % at 10 µM; Bead-based flow cytometry, Bim peptide-Bcl-2 binding; P10415; actives 0.06% (n = 190,000); in the data active = inhibition above about 40%; inconclusive = no clear call, values can overlap the other calls;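 also: 0% = no compound wells with probe peptide and 100% = reference peptide inhibitor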
Target sequence (P10415 whole entry, looked up): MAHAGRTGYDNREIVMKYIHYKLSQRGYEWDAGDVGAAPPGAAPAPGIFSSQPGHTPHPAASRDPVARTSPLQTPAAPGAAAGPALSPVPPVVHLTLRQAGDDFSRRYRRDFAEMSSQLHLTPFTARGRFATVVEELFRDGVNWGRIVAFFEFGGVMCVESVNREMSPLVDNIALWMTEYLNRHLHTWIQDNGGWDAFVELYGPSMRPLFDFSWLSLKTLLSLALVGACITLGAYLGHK
Mcl-1 Bim block = inhibitors of Bim-Mcl-1 interaction, human | Bead-based flow cytometry, Bim peptide-Mcl-1 binding | inhibition, % at 10 µM | actives 0.1% (n = 190,000);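 also: 0% = no compound tracer wells and 100% = peptide blocker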
Target sequence (Q07820 whole entry, looked up): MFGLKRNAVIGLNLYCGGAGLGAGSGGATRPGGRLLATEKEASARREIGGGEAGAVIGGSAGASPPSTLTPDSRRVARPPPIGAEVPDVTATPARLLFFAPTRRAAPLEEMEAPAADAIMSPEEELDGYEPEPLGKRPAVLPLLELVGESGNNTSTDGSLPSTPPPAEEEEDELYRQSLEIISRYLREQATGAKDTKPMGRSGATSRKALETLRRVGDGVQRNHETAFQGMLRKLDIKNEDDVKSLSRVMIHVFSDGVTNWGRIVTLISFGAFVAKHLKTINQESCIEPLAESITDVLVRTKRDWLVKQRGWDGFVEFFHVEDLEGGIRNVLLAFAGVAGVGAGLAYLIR
RGS7-Gao reg = human RGS7-Galphao interaction regulation; Multiplexed bead flow cytometry, RGS7-Galphao binding; actives lie on both sides; binding response (% of control), % at 10 µM; P09471; actives 0.35% (n = 220,000); in the data active = binding response below about 49% or above about 150%; inconclusive = no clear call, values can overlap the other calls; inactive = in between;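 also: fluorescent Galphao held in activated GDP-AlF4 state binding bead-coupled RGS7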
Bcl-B Bim block = inhibitors of Bim-Bcl-B interaction, human | inhibition, % at 10 µM | Q9HD36 | actives 0.073% (n = 190,000) | bead-based flow cytometry, Bim peptide-Bcl-B binding | AID 951;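 also: 0% = tracer peptide without compound and 100% = reference inhibitor peptide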
Target sequence (Q9HD36 whole entry, looked up): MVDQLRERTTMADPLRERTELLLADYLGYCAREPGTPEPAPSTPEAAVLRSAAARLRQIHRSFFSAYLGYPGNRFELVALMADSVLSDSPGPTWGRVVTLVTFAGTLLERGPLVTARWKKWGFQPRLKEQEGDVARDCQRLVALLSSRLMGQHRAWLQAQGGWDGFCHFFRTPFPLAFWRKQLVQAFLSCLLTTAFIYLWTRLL
ABCG2 inh = human ABCG2 inhibition, ABCB1 as counter-screen | actives 0.1% (n = 190,000) | inhibition, % at 6.6 µM | AID 1325 | IgMXP3 cells, JC-1 efflux, flow cytometry;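 active = inhibition above 80%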;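 also: 0% = DMSO and 100% = nicardipine control wells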
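Measure – % inhibition of efflux relative to nicardipine and DMSO · Test system – ABCG2 IgMXP3 and barcoded ABCB1 CCRF-Adr cell mix · Control set – nicardipine as high control, DMSO as low control · Compound – one concentration, 6.6 µM final · Signal – flow cytometry of retained JC-1 fluorescence · Timing – 10 min exposure at 25 °C with rotation, no wash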
Bim-Bfl-1 = disrupts Bim binding to human Bfl-1; Q16548; Bead-based flow cytometry, Bim-Bfl-1 binding inhibition; inhibition, % at 10 µM; actives 0.12% (n = 190,000);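 also: 0% = wells without compound plus tracer and 100% = blocker peptide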
RGS4-Gao reg = human RGS4-Galphao interaction regulation; actives 0.33% (n = 220,000); binding response (% of control), % at 10 µM; Multiplexed bead flow cytometry, RGS4-Galphao binding; actives lie on both sides; AID 1415; in the data active = binding response below about 49% or above about 150%; inactive = in between;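 also: fluorescent Galphao activated with aluminum fluoride binding bead-coupled RGS4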
* hit, by the source's call; u = inconclusive; x = no result given. Rule as the data show it, unless noted: active = inhibition above about 40%.

SMILES	Bcl-XL Bim block	Bim-Bcl-W	ABCB1 block	RGS8-Gao	Bim-Bcl-2	Mcl-1 Bim block	RGS7-Gao reg	Bcl-B Bim block	ABCG2 inh	Bim-Bfl-1	RGS4-Gao reg
CCOC(=O)c1cccc(NC(=O)CNC(=O)C2CCCCC2)c1	-2	0	0.1	98	-3	-1	97	-5	0	-9	97
Cc1cccc(N(Cc2ccccc2)C(=O)CCl)c1	-2	0	1.2	99	0	1	97	-2	6	-4	98
COc1ccc(OC)c(C(=O)COC(=O)c2cc(C)oc2C)c1	-8	-5	1.1	102	-10	-4	101	-10	80	-18	103
CCOC(=O)C(=O)NCc1ccc(/C=C2/N=C(C)C(C(=O)OCC)=C2O)o1	0	0	0.4	104	0	-1	103	-3	1	-1	102
Cc1nc(N)sc1C(=O)N/N=C/c1ccco1	-8	-6	-0.1	103	-7	-8	99	-11	0	-7	101
CC(=O)NCC(=O)OCC(=O)c1ccc(Br)cc1	-6	-3	1.4	99	3	-5	96	-7	7	-1	98
CCN(CC)S(=O)(=O)c1cccc(NC(=O)c2ccc(SC)cc2OC)c1	-3	-4	0.8	102	-2	-3	104	-4	9	-6	103
Oc1ccccc1-c1nnc(COc2ccc(Cl)cc2Cl)o1	0	2	-0.2	96	-2	1	99	-1	0	1	100
Cn1c(=O)c2c(nc(NCc3ccccc3)n2CC(=O)NCc2ccccc2)n(C)c1=O	-7	-4	2.1	103	-15	-6	95	-7	12	-18	100
CCCNC(=O)c1ccccc1NS(=O)(=O)c1ccc2c(c1)OCCO2	1	0	0.3	94	0	0	100	0	1	-1	94
O=c1nc(N(c2ccccc2)c2ccccc2)[nH]c(=O)[nH]1	-6	-2	0.1	104	-6	-2	104	-5	1	-14	105
CC1(C)CC(=O)C2=C(C1)N(c1ccccc1)C(N)=C(C#N)C2c1cccnc1 (stereo not drawn)	-1	-1	0.2	102	-1	2	97	-4	1	-9	98
COc1ccc(-c2[nH]ncc2C=O)cc1	-5	-2	-1.8	101	-4	-4	100	-7	-1	0	103
Cc1c(N2C(=O)C(=O)/C(=C(/O)c3ccc(Br)cc3)C2c2cccnc2)c(=O)n(-c2ccccc2)n1C (stereo not drawn)	-4	-2	0.2	100	-3	3	98	-1	4	-3	101
Cc1cc(Nc2ccccc2)n(-c2ccccc2)n1	-8	1	0.8	102	-10	-3	97	-12	5	-15	99
COc1ccc(C(=O)C2CCCN(C(=O)c3cc(C)nc(C)n3)C2)cc1OC (stereo not drawn)	2	3	0.5	94	1	1	93	4	1	1	93
O=C(OCc1nc2scc(-c3ccccc3)c2c(=O)[nH]1)c1cc(Cl)ccc1[N+](=O)[O-]	3	0	0.7	102	2	0	104	0	8	-1	101
CSc1nc(-c2ccco2)nn1S(C)(=O)=O	-10	-5	0.6	100	-11	-3	100	-11	4	-19	100
O=C(NOC(=O)c1ccccc1Cl)c1cccs1	-2	-4	-0.4	102	-3	-1	99	-3	0	-2	100
C[N+](C)(C)CCOP(=O)([O-])OC[C@H](O)CO	-5	-3	1.6	x	0	-1	x	-3	3	0	x
CNC(=O)CNC(=O)Nc1ccc(C)cc1	0	0	0.3	100	-8	0	u	-5	0	-9	100
O=C(Cc1n[nH]c(=O)c2ccccc12)Nc1ccc(-c2nnc3n2CCCCC3)cc1	-8	-2	1.0	100	-13	-4	99	-6	4	-18	103
Cc1csc(SCC(=O)Nc2cccc(S(=O)(=O)N3CCOCC3)c2)n1	-4	-1	-0.3	98	-2	-1	95	-5	2	-6	96
CCOC(=O)c1cn(CC)c2ccc(Br)cc2c1=O	0	-2	1.3	101	-5	-6	98	-7	13	-1	102
O=C(Cc1coc2ccc3ccccc3c12)N1CCCC1	-1	1	0.2	102	-7	0	100	-5	9	-5	107
Clc1ccc(-n2c(SC/C=C/c3ccccc3)nnc2-c2cccnc2)cc1	-2	3	1.5	99	-1	3	100	-7	3	-8	100
Cc1cccc(-c2nnc3n2N=C(c2ccccc2Br)CS3)c1	-5	-3	0.9	95	-2	1	100	-2	3	-3	98
CC(C)CNc1nc(Oc2ccc(=O)[nH]n2)nc(N(C)C)n1	-4	2	0.0	102	-9	-3	102	-9	3	-11	103
CC(=O)c1cccc(NC(=O)N2CCC(c3ccc(C)cc3)C2)c1 (stereo not drawn)	-3	-1	0.2	101	0	1	93	0	4	-6	96
N#C/C(=C(/O)COc1cccc2ccccc12)c1nc2ccccc2[nH]1	-4	-4	-0.5	100	-9	-6	94	-10	-1	-7	99
CN(C)c1cc[n+](/C(C(=S)Nc2ccc(SC(F)F)cc2)=C(/[O-])c2ccccc2)cc1	-8	-4	0.0	99	-2	-6	u	-30	0	2	101
CCOC(=O)N1CCN(C(=O)CN(Cc2ccc(Cl)cc2)S(=O)(=O)c2ccccc2)CC1	2	1	1.7	106	-4	0	103	-3	1	-8	107
COc1ccc(C2CC(c3ccc(F)cc3)Nc3nc(N)nn32)cc1 (stereo not drawn)	-3	0	-2.6	100	-3	3	100	-1	-2	-7	104
COc1cc(NC(=O)CN(C)C2CCCCC2)c(C)cc1[N+](=O)[O-]	-5	-3	1.2	101	-3	-5	98	-4	2	-6	99
O=C(Cn1cc2c(n1)CCCCC2)N1CCc2ccccc21	-16	-8	0.8	95	-12	-6	92	-15	4	-12	90
O=C(NCCn1ccc2ccccc21)c1ccc(S(=O)(=O)N2CCOCC2)cc1	-1	-2	1.1	101	-8	0	101	-4	3	-4	103
Cc1oc(C(C)(C)C)cc1C(=O)N1CCCC1C(=O)O (stereo not drawn)	6	8	-0.4	96	12	21	81	6	0	5	79
N#Cc1cccc(C(c2nnnn2CCc2ccccc2)N2CCN(C3CCCCC3)CC2)c1 (stereo not drawn)	-29	-4	-1.3	107	-9	-5	113	-8	-1	-13	112
CCSC1=C(C#N)C(c2ccccc2Cl)CC(=O)N1 (stereo not drawn)	-3	-4	0.4	100	-2	1	103	-2	3	-10	106
NNC(=O)CN1CCN(c2ncc(C(F)(F)F)cc2Cl)CC1	-5	-4	0.8	102	-1	-2	100	-3	2	-5	101
Cc1nn(C)cc1CNC(=O)C1(C)CC1(Cl)Cl (stereo not drawn)	-5	-3	0.2	101	1	-2	93	-3	0	0	91
CCC1CCCCN1CCNC(=O)CCS(=O)(=O)c1ccc(Br)cc1 (stereo not drawn)	x	x	0.6	99	u	x	101	x	1	x	101
O=C(Nc1cccc(Oc2ccc3c(c2)C(=O)NC3=O)c1)c1cccs1	-5	-3	1.5	99	-5	-3	99	-6	75	-7	101
CC(C(=O)NC(=O)NC1CCCCC1)N1CCN(c2ccccn2)CC1 (stereo not drawn)	0	-3	2.0	101	0	-2	98	-1	5	0	98
O=C(Nc1ccccc1N1CCCCC1)c1ccc(F)cc1	-2	-2	0.3	101	-4	-3	100	-1	1	-2	99

Four of the compounds above, with bars between the fields.
canonical_smiles | Bcl-XL Bim block | Bim-Bcl-W | ABCB1 block | RGS8-Gao | Bim-Bcl-2 | Mcl-1 Bim block | RGS7-Gao reg | Bcl-B Bim block | ABCG2 inh | Bim-Bfl-1 | RGS4-Gao reg
O=C(Cn1cc2c(n1)CCCCC2)N1CCc2ccccc21 | -16 | -8 | 0.8 | 95 | -12 | -6 | 92 | -15 | 4 | -12 | 90
O=C(NCCn1ccc2ccccc21)c1ccc(S(=O)(=O)N2CCOCC2)cc1 | -1 | -2 | 1.1 | 101 | -8 | 0 | 101 | -4 | 3 | -4 | 103
Cc1oc(C(C)(C)C)cc1C(=O)N1CCCC1C(=O)O (stereo not drawn) | 6 | 8 | -0.4 | 96 | 12 | 21 | 81 | 6 | 0 | 5 | 79
N#Cc1cccc(C(c2nnnn2CCc2ccccc2)N2CCN(C3CCCCC3)CC2)c1 (stereo not drawn) | -29 | -4 | -1.3 | 107 | -9 | -5 | 113 | -8 | -1 | -13 | 112

Continuation.
SMILES	Bcl-XL Bim block	Bim-Bcl-W	ABCB1 block	RGS8-Gao	Bim-Bcl-2	Mcl-1 Bim block	RGS7-Gao reg	Bcl-B Bim block	ABCG2 inh	Bim-Bfl-1	RGS4-Gao reg
CC1SC(c2ccccc2Cl)NC1=O (stereo not drawn)	-7	-1	0.3	101	-9	-5	101	-4	-2	-20	101
CCS(=O)(=O)n1nc(-c2cccnc2)nc1NCc1ccc(F)cc1	-2	-6	-0.1	100	-6	2	94	-1	0	-6	98
CC(C)Cc1cc(-c2ccco2)c(C#N)c(N)n1	30	26	-0.1	103	90*	48*	99	93*	1	73*	100
Cc1noc(/C=C/N(C)C)c1S(=O)(=O)N1CCCC(C(=O)NCc2ccco2)C1 (stereo not drawn)	-5	-1	0.5	100	-9	0	95	-8	2	-10	99
CC(C)(C)NC(=O)CSc1ncnc2c1nnn2Cc1ccccc1Cl	0	-1	0.6	110	-1	-1	106	1	2	-1	114
Cc1ccc(NC(=O)Cc2ccccc2Cl)cc1S(=O)(=O)N(C)C	-7	-3	0.0	97	-5	-1	96	-7	1	-4	98
CCN(CC)S(=O)(=O)c1ccc(NN)nc1	0	-1	0.7	102	-1	0	98	-2	1	-4	100
CN(CC(=O)NCc1ccccn1)S(=O)(=O)c1ccccc1	-6	-1	0.0	106	-5	-3	107	-2	3	-3	99
COc1ccc(C(=O)OCC(=O)Nc2cc(C)on2)cc1S(=O)(=O)N1CCOCC1	-9	-3	0.8	101	-12	-7	99	-14	11	-21	99
CC1(C)CC(=O)C(Sc2nnc(-c3ccc(NS(C)(=O)=O)cc3)n2Cc2ccco2)C(=O)C1	1	7	-1.0	94	1	1	99	2	-9	3	99
CCOC(=O)c1nnn(-c2nonc2N)c1CSc1nnc(N)s1	-2	-2	-0.5	103	-1	-2	102	-2	-1	-3	103
c1ccc2[nH]c(CN3CCOCC3)nc2c1	-3	-1	0.1	102	-5	0	100	-5	0	-8	103
COc1ccc(OCCOC(=O)c2[nH]c(C)c(C(C)=O)c2C)cc1	-2	0	2.1	99	-2	0	101	-1	17	-5	103
NS(=O)(=O)c1ccc(Nc2ccc3nonc3c2[N+](=O)[O-])cc1	3	-2	0.3	100	3	0	u	1	12	4	95
CCN1CCn2c1nc(N1CCCCC1)nc2=O	3	0	0.8	99	-5	0	86	-6	3	-9	88
O=C(CN(C1CCCCC1)S(=O)(=O)c1ccc(F)cc1)NCCCO	-6	-1	0.0	103	-9	-2	102	-5	7	-15	100
O=C(O)CCCN1C(=O)/C(=C/c2ccc(-c3nc4ccccc4s3)o2)SC1=S	10	14	0.1	97	12	11	94	-3	1	12	98
COc1ccc(N2C(=O)CC(Sc3n[nH]c(-c4ccc(C)cc4)n3)C2=O)cc1 (stereo not drawn)	-4	-1	0.1	100	-7	0	102	-4	0	-12	94
CCOC(=O)C1=C(O)C(=O)NC(c2ccccc2)=C(OCC)C1	-9	-4	0.2	96	-3	-5	93	-5	0	-3	95
CCN=C(N/N=C/c1ccc([N+](=O)[O-])cc1)SC	-2	2	0.1	101	-1	0	107	-7	1	-10	104
COc1ccc(NC(=S)Nc2ccc(S(=O)(=O)N3CCOCC3)cc2)c(OC)c1	0	0	-0.1	91	3	-2	85	4	3	1	114
COc1cccc(NC(=O)CSc2nnc(-c3cc(C)n(-c4ccccc4)c3C)o2)c1	-6	-2	-0.6	101	-7	-4	98	-7	-7	-10	96
O=C(Nc1ccccc1Br)c1ccc(OC(=S)N2CCOCC2)cc1	1	0	-1.1	101	0	0	94	-1	10	-4	96
Cc1nc(=O)c(-c2ccccc2)c(C)n1-c1ccc(C(=O)O)cc1	5	5	3.2	99	7	3	98	3	-6	7	99
